Screening results: PubChem, several laboratories
thrombin 1536: human alpha-thrombin inhibitors, primary screen, counter-screen for coagulation protease inhibitor project, biochemical, 1536-well, fluorogenic AMC substrate. Prothrombin (Homo sapiens), P00734. 220,000 tested, 0.26% active. inhibition, % at 5 µM. Boc-VPR-AMC fluorogenic substrate cleavage;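 active = inhibition at or above 40%; inactive = inhibition below 40%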;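 note: 0% = enzyme with no compound and 100% = wells without enzyme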
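System: human alpha-thrombin protein; Compound dosing: one concentration per compound, 5 µM, with 0.2% DMSO; Timing: reaction at room temperature; Technique: AMC fluorescence, 355/460 nm; Controls: enzyme without compound as high, wells lacking enzyme as low.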
hK5 inh: human KLK5 protease inhibitors, primary screen, biochemical, 1536-well | Kallikrein-5 (Homo sapiens), Q9Y337 | recombinant hK5, fluorogenic AMC substrate cleavage | inhibition, % at 5 µM | 210,000 tested, 0.59% active | AID 873, 2007;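 active = inhibition of 40% or more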;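 note: 0% = enzyme controls without compound and 100% = no-enzyme blanks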
Target sequence (Q9Y337 67-293 limits assumed): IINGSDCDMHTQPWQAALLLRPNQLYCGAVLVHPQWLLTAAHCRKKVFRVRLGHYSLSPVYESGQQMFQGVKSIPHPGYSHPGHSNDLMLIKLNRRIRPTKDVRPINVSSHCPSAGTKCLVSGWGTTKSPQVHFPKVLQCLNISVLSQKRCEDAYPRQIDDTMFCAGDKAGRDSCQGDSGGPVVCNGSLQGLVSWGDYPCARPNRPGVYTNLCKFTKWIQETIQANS
Wee1 degr inh: Wee1 degradation inhibitors, primary screen, cell-based, HeLa, Wee1K328M-luciferase, luminescence; HeLa Luc-Wee1K328M stability; 100% = proteasome inhibitor MG132 effect; reporter increase, % at 5 µM; 220,000 tested, 1.2% active;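 active = activation above the mean of all tested compounds plus 3 SD, set per screening run, cut at about 8.8% in these data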;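 note: cells exposed to compound for 20 h before luminescence read; 0% = DMSO alone and 100% = MG132 at 30 µM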
FXIIa inh 1536: human FXIIa protease inhibitors, primary screen, biochemical, 1536-well; Coagulation factor XII (Homo sapiens), P00748; purified FXIIa, Boc-QGR-AMC fluorogenic substrate, 2 h; inhibition, % at 5 µM; 220,000 tested, 0.3% active; in the data active = inhibition above about 40%;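 note: 0% = enzyme with no compound and 100% = blank without enzyme; many of its hits are not listed in these tables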
FXIa inh 1536: human FXIa protease inhibitors, primary screen, biochemical, 1536-well; purified FXIa, Boc-Glu-Ala-Arg-AMC fluorogenic substrate; inhibition, % at 5 µM; Coagulation factor XI (Homo sapiens), P03951; 220,000 tested, 0.14% active;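 active = inhibition of at least 40%; inactive = inhibition below 40%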;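 note: fluorescence of freed AMC excited at 355 nm; 0% = enzyme without compound and 100% = no enzyme blank; many of its hits are not listed in these tables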
Target sequence (P03951 19-387 limits assumed): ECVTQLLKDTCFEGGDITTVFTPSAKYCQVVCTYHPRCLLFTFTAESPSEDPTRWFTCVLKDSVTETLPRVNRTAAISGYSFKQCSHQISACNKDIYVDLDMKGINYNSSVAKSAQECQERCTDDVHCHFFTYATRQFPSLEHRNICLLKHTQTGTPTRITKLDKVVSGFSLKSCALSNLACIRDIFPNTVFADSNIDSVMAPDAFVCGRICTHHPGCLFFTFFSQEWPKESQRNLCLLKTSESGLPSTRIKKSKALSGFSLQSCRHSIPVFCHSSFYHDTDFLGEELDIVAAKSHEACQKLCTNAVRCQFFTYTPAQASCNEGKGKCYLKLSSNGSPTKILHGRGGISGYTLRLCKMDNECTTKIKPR
Target sequence (P03951 388-625 limits assumed): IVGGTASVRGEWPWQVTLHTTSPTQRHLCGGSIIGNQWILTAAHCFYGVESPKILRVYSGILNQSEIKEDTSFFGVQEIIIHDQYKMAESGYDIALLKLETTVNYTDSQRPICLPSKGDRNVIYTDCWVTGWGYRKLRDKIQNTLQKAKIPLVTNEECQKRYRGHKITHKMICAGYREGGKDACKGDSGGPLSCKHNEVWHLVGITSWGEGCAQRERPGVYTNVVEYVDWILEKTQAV
p97 inhibitor: inhibitors of human p97 ATPase, primary screen, biochemical; Transitional endoplasmic reticulum ATPase (Homo sapiens), P55072; recombinant p97 ATPase, Kinase-Glo ATP luminescence, 3 h; inhibition, % at 8 µM; 220,000 tested, 0.42% active; in the data active = inhibition above about 15%;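 note: 0% = DMSO vehicle and 100% = wells lacking enzyme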
Furin inh: human furin inhibitors, primary screen, biochemical, fluorescence intensity; purified furin, fluorogenic substrate cleavage; AID 463115, 2010; inhibition, % at 30 µM; 220,000 tested, 0.061% active; in the data active = inhibition above about 25%; note: inactives centre near -15
Cl transport mod: KCC2 cotransporter modulators, thallium flux, primary screen, cell-based, HEK293 KCC2, FluoZin-2 fluorescence, MLSMR; Solute carrier family 12 member 5 (Homo sapiens), Q9H2X9; KCC2 cells, thallium flux FluoZin-2 fluorescence; B-score of Tl+ flux slope (higher = more flux/activation; lower = inhibition) at 10 µM; 190,000 tested, 2.2% active;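 active = thallium flux slope and its plate-corrected score both differing from the plate sample mean at a set confidence after two filtering rounds, in either direction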;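 note: slope of fluorescence scaled to starting intensity during 10 to 20 s after thallium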
PERK inh: block of dimerizer-induced PERK translation repression, primary screen, PERK inhibitor project, CHO PERK-DD cells, SEAP luminescence, HTS; Eukaryotic translation initiation factor 2-alpha kinase 3 (Homo sapiens), Q9NZJ5; CHO PERK-DD fusion, SEAP luminescence translation reporter; inhibition, % at 5.6 µM; 220,000 tested, 0.17% active; AID 1416, 2008;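 active = inhibition above the mean inhibition of all tested compounds plus 3 SD, set separately per screening campaign, cut at about 2.9% in these data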;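 note: PERK kinase domain activated by AP20187 dimerizer at 100 nM; 0% = DMSO with dimerizer and 100% = rapamycin at 8.4 µM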
The depositor's hits bear a star; . = no result given; [ ] = dose if it differs, or a comment. Only part of the results is shown, so the mix of outcomes need not match the whole.

smiles	thrombin 1536	hK5 inh	Wee1 degr inh	FXIIa inh 1536	FXIa inh 1536	p97 inhibitor	Furin inh	Cl transport mod	PERK inh
Clc1ccccc1CN1CCN(c2ccccc2Cl)CC1	0	-20	2	4	-4	-2	-13[20 µM]	-0.85	0.1
CSCCC(N=Cc1c(O)n(-c2ccc(Cl)cc2)c(=O)[nH]c1=O)C(=O)OC(C)(C)C (stereo unspecified)	-2	-7	-2	5	0	0	-12[20 µM]	-0.39	-1.2
O=[N+]([O-])c1ccc(Nc2ccccc2)cc1	-4	-18	6	6	3	4	-8	-1.7	0.9
CCN1CCN(CC(=O)c2c(C)n(Cc3ccccc3)c3ccc(OC)cc23)CC1	5	-11	2	11	0	0	-21[20 µM]	-2.5	-2.0
Cn1cc(C(=O)NP(=O)(N2CCOCC2)N2CCOCC2)c2ccccc21	-3	-3	0	9	6	-7	-8	-2.3	-1.0
CC1CCCC(C2(O)C(=O)Nc3ccccc32)C1=O (stereo unspecified)	3	-18	-1	3	2	0	-13[20 µM]	0.01	-0.2
Cc1c(C=O)c2ccccc2n1Cc1ccc([N+](=O)[O-])cc1	-6	4	0	4	-4	-4	-14	-0.82	-1.8
Fc1ccc(CCNCc2ccccc2Cl)cc1	-20	5	1	-1	3	0	-12[20 µM]	-0.0016	-0.8
O=c1[nH]c(=S)n(CCC2=CCCCC2)c(O)c1/C=N/N1CCOCC1	-12	-6	-2	5	-2	1	-16	1.1	1.2
Cc1ncc(CN2CCCC(C(=O)c3ccc(C(C)(C)C)cc3)C2)s1 (stereo unspecified)	3	35	1	63*	29	-15	-7	.	-0.9
Cc1cccc(-n2c(O)c(/C=N/Nc3nc4c(c(=O)n(C)c(=O)n4C)n3C)c(=O)[nH]c2=S)c1	0	-47	2	5	8	3	-15	0.087	0.7
CCN(CCNc1ccc([N+](=O)[O-])c2cccnc12)S(=O)(=O)c1ccc(Cl)cc1	-6	2	-1	11	-3	4	-24	-0.019	0.1
CC(C)C[C@H](NC(=O)[C@@H]1CCCN1C(=O)[C@@H](N)Cc1ccc(O)cc1)C(=O)NCC(N)=O	3	-6	6	10	6	7	-18	-3.1*	2.1
CCN(CC)c1ccc(N=Cc2c(O)n(Cc3ccco3)c(=O)[nH]c2=O)cc1	2	-5	2	6	8	4	12	0.24	0.5
CCCC(=O)NC(Oc1ccc(OC)cc1)C(Cl)(Cl)Cl (stereo unspecified)	3	0	0	7	0	-2	-23	-0.45	0.0
Nc1c(C(=O)NCCN2CCOCC2)c2nc3ccccc3nc2n1Cc1ccccc1	-4	0	-3	-1	1	35*	-39	-0.41	0.4
Cn1c(O)c(/C=C/C=Nc2ccccc2)c(=O)n(C)c1=S	10	-1	-3	5	-5	3	-4	-2.3	0.6
O=C(CN1CCOCC1)c1cccc2ccccc12	-7	-15	4	3	-10	-6	-7[20 µM]	0.092	1.0
O=C(NCC(c1cccnc1)N1CCN(c2ccccc2F)CC1)Oc1ccccc1 (stereo unspecified)	-5	-17	0	2	0	2	-19[20 µM]	.	0.1
Cc1ccc(/C=C2\C(=O)NC(=O)N(CCc3ccc(F)cc3)C2=O)s1	-4	-21	-3	-3	-3	-4	-11	-0.2	-0.9

(continued)
smiles	thrombin 1536	hK5 inh	Wee1 degr inh	FXIIa inh 1536	FXIa inh 1536	p97 inhibitor	Furin inh	Cl transport mod	PERK inh
CC(C)n1nnnc1CN1CCN(C)CC1	3	-7	3	2	1	7	-35	-0.12	-0.4
Nc1nc(SCCC(F)=C(F)F)n[nH]1	0	-14	8	-8	-5	0	-18	1.5	1.6
Cn1c(O)c(C=NCc2ccco2)c(=O)n(C)c1=O	-3	-3	2	9	-2	2	-19[20 µM]	-0.026	0.6
COc1ccc(/C=C2\C(=O)NC(=O)N(Cc3ccccc3)C2=O)c(OC)c1OC	-13	-1	-4	3	-3	-5	-14	1.1	0.8
CCOC(=O)c1c(/N=C/C2C(=O)NC(=S)NC2=O)sc2c1CCC2	-10	-2	-2	4	2	12	-23	-0.018	1.1
O=C(N/N=C/c1c(O)n(-c2ccccc2)c(=S)[nH]c1=O)c1ccccc1	-4	-16	0	8	2	-2	-5	0.57	-0.6
Cc1nonc1OCCNc1ccc([N+](=O)[O-])c2cccnc12	-1	-14	2	10	6	9	-18	-0.91	-0.5
O=C1C2CCCN2C(c2cccnc2)N1c1cccc(Cl)c1 (stereo unspecified)	-1	-12	1	8	3	-3	-26	-0.29	0.2
CC(C)N1C(=O)CCC1C(=O)N1CCC2(CC1)OCCO2 (stereo unspecified)	-1	-15	0	12	3	7	-28[20 µM]	-0.031	1.1
CCN(CC)C(=O)c1ccc(NC(=O)COc2ccc([N+](=O)[O-])cc2Cl)cc1	-8	-18	2	5	-1	2	-9	-0.42	0.6
O=P(C(c1c[nH]c2ccccc12)N1CCOCC1)(N1CCOCC1)N1CCOCC1 (stereo unspecified)	1	43*	0	6	-4	-3	-16	.	0.3
C[C@]12CC(=CO)C(=O)C[C@@H]1CC[C@@H]1[C@@H]2CC[C@@]2(C)[C@H]1CC[C@]2(C)O	.	.	-3	.	.	-5	.	0.44	0.4
CCCOC(=O)C1C2c3ccccc3C(c3ccccc32)C1C(=O)O (stereo unspecified)	9	8	-3	3	-3	1	-15	-0.18	0.8
CCN(c1ccc(C(O)(C(=O)OC)C(F)(F)F)cc1)S(=O)(=O)c1ccccc1 (stereo unspecified)	3	-10	1	11	2	-1	-5	-1.1	-0.9
CCN(CC)CCNC(=O)c1c(O)c2ccccc2n(Cc2ccccc2)c1=O	5	-4	0	11	7	-3	-11[20 µM]	.	-1.3
CCOC(=O)CNC(=O)CNC(=O)C(Cc1ccc(N(CCCl)CCCl)cc1)NC(C)=O (stereo unspecified)	-7	1	2	9	-2	1	-20	0.85	0.5
Cn1c2ccccc2c2c(C(=O)N3CCC4(CC3)OCCO4)cn(C3CCCCC3)c(=O)c21	-3	1	2	10	2	-6	-10[20 µM]	.	-2.1
COP(=O)(OC)C(Nc1ccccn1)c1ccccc1 (stereo unspecified)	3	-10	3	5	2	0	-19	0.95	1.8
CC(=O)N1CCC2(CC1)CC(=O)c1cc(OCC(=O)N3CCN(C)CC3)ccc1O2	-3	-86	-1	6	1	3	-39	0.44	0.9
CCc1ccc(OCC(=O)N2CCN(Cc3ccc4c(c3)OCO4)CC2)cc1	-3	13	-3	9	-5	-2	-15	0.32	0.3

As a short view, some entries already given.
smiles	thrombin 1536	hK5 inh	Wee1 degr inh	FXIIa inh 1536	FXIa inh 1536	p97 inhibitor	Furin inh	Cl transport mod	PERK inh
CCOC(=O)c1c(/N=C/C2C(=O)NC(=S)NC2=O)sc2c1CCC2	-10	-2	-2	4	2	12	-23	-0.018	1.1
O=C(N/N=C/c1c(O)n(-c2ccccc2)c(=S)[nH]c1=O)c1ccccc1	-4	-16	0	8	2	-2	-5	0.57	-0.6
Cc1nonc1OCCNc1ccc([N+](=O)[O-])c2cccnc12	-1	-14	2	10	6	9	-18	-0.91	-0.5
O=C1C2CCCN2C(c2cccnc2)N1c1cccc(Cl)c1 (stereo unspecified)	-1	-12	1	8	3	-3	-26	-0.29	0.2
CC(C)N1C(=O)CCC1C(=O)N1CCC2(CC1)OCCO2 (stereo unspecified)	-1	-15	0	12	3	7	-28[20 µM]	-0.031	1.1
CCN(CC)C(=O)c1ccc(NC(=O)COc2ccc([N+](=O)[O-])cc2Cl)cc1	-8	-18	2	5	-1	2	-9	-0.42	0.6
O=P(C(c1c[nH]c2ccccc12)N1CCOCC1)(N1CCOCC1)N1CCOCC1 (stereo unspecified)	1	43*	0	6	-4	-3	-16	.	0.3
C[C@]12CC(=CO)C(=O)C[C@@H]1CC[C@@H]1[C@@H]2CC[C@@]2(C)[C@H]1CC[C@]2(C)O	.	.	-3	.	.	-5	.	0.44	0.4

Next section.
molecule	thrombin 1536	hK5 inh	Wee1 degr inh	FXIIa inh 1536	FXIa inh 1536	p97 inhibitor	Furin inh	Cl transport mod	PERK inh
COc1ccc(CC2C(=O)N(c3ccccc3)C(=O)N(c3ccccc3)C2=O)c(OC)c1	-7	-6	1	22	16	1	-17[20 µM]	.	-1.0
O=C(COc1ccc(Br)cc1)N1CCN(C2CCCC2)CC1	-3	1	-2	13	2	-7	-15	-1.3	-0.8
O=C(Cc1ccccc1)NC(Oc1ccccc1Cl)C(Cl)(Cl)Cl (stereo unspecified)	-4	-13	-1	13	4	4	-14	-0.39	1.1
O=C1NC(=O)C(=Cc2ccc(N3CCOCC3)cc2)C(=O)N1	-3	-2	-1	5	-5	3	-6	-0.23	1.0
CCCNC(=O)c1c(N)n(Cc2ccc3c(c2)OCO3)c2nc3ccccc3nc12	1	-58	-1	1	0	1	-6[20 µM]	0.85	-0.8
CC(C)C12CN3CC(C(C)C)(CN(C1)C3c1cccnc1)C2=O (stereo unspecified)	2	2	2	23	6	0	-13[20 µM]	0.25	-0.4
O=P(O)(O)COc1ccccc1O	4	-18	-2	18	6	3	3	1.3	1.0
CC1(C)CN=C(NCc2ccccc2Cl)S1	-4	-10	0	10	2	-4	-17[20 µM]	0.52	-0.1
CC12CN3CC(C)(CN(C1)C3c1cccnc1)C2=O (stereo unspecified)	0	3	5	18	6	-1	-22	.	1.0
CC(=O)c1cn(Cc2ccccc2C#N)c2ccccc12	-5	-2	6	6	-1	5	-21	.	0.5
C[N+]1(C)C2CCC1CC(OC(=O)c1ccccc1)C2 (stereo unspecified)	-2	2	1	6	1	9	-22	-0.38	2.5
N#CCN1CCN(c2ccc(C(F)(F)F)cc2)CC1	1	-7	0	9	5	4	-24	-0.36	1.5
C=C1C(=O)O[C@@H]2C[C@@H](C)[C@@H]3C4OC4C(=O)[C@@]3(C)[C@@H](O)[C@H]12 (stereo partly specified)	-5	-3	.	-1	-2	.	-29	-0.052	.
CC(=NC(C)c1ccccc1)c1c(O)[nH]c(=O)[nH]c1=O (stereo unspecified)	-1	3	0	15	5	4	-6[20 µM]	.	0.8
CCOC(C(=O)OCCC[N+](C)(CC)CC)(c1ccccc1)c1ccccc1	6	-5	1	15	5	-1	-12[20 µM]	-0.0058	-0.3
